Screening results: PubChem, Sanford-Burnham Center for Chemical Genomics
NLRP3 yeast inh – NALP3 inflammasome inhibitors in reconstituted yeast, primary screen, luminescence, uHTS. Yeast reconstituted NLRP3/ASC/caspase-1, beta-gal luminescence, 24 h. inhibition, % at 10 µM. 0.39% of 330,000 active;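 active means inhibition of 50% or more; inactive means inhibition below 50%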;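 further: plate controls were induced DMSO wells for no effect and uninduced yeast grown without galactose for full effect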
tim10-1 inh – growth inhibitors of tim10-1 mutant yeast, primary screen, luminescence, uHTS | 2.2% of 330,000 active | S. cerevisiae tim10-1 ts strain growth, BacTiter-Glo, 24 h | inhibition, % at 20 µM | AID 463190, 2010;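 active means inhibition of at least 40%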;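 further: mutant grown at 25 °C; 0% = DMSO wells with yeast and 100% = wells holding no yeast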
mIAP inh – inhibitors of mouse IAP, primary screen, biochemical, luminescence, uHTS. inhibition, % at 10 µM. purified mouse IAP, CDP-Star luminescence, 30 min. 0.2% of 330,000 active. AID 2806, 2010. intestinal alkaline phosphatase [Mus musculus];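 active means inhibition of at least 40% at 10 µM in the primary screen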;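 further: plate controls were DMSO with enzyme for no effect and no enzyme wells for full effect; values of inactives mirror those of a sister screen read the other way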
mIAP activ – activators of mouse IAP, primary screen, biochemical, luminescence, uHTS; muIAP, CDP-Star luminescence, 30 min; hits give high values; 1 = vehicle-only enzyme signal, 0 = enzyme-free wells; AID 2805, 2010; activation factor at 10 µM; 0.24% of 330,000 active;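 active means activation factor of at least 2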; further: the source names both 10 and 20 µM as test concentration; values of inactives mirror those of a sister screen read the other way
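System: Mouse IAP enzyme | Also added: CDP-Star substrate | Dosing: Compounds dispensed in DMSO | Schedule: 30 min enzyme-substrate-compound incubation at room temperature | Technique: Chemiluminescence readout | Control set: DMSO-only wells and no-enzyme negative control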
hIAP block – human IAP inhibitors, primary screen, biochemical, luminescence, uHTS | Intestinal-type alkaline phosphatase (Homo sapiens), P09923 | purified IAP, CDP-Star luminescence, 30 min | inhibition, % at 10 µM | 0.12% of 330,000 active;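 active means inhibition reaching a set limit with compound at 10 µM in the primary screen, cut at about 35% in these data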;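 further: plate controls were DMSO wells with enzyme for no effect and no-enzyme buffer wells for full effect; values of inactives mirror those of a sister screen read the other way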
Target sequence (P09923 whole entry, looked up): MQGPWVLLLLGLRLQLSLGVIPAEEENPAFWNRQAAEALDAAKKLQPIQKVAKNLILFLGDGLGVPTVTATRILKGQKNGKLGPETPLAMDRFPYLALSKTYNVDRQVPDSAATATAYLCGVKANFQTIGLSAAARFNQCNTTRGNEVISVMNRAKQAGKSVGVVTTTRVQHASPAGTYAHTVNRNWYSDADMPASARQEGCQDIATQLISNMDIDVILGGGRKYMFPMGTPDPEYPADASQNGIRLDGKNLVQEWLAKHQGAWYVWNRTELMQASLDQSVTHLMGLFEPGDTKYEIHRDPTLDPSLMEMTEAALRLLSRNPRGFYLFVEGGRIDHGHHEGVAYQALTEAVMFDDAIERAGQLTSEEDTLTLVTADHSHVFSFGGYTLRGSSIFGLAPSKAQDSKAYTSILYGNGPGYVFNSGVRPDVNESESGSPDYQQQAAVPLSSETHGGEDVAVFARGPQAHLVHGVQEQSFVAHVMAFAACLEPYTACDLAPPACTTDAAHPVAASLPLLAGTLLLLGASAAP
APOBEC3A inh – APOBEC3A ssDNA deaminase inhibitors, primary screen, selectivity assay for APOBEC3G inhibitor project, biochemical, FAM/TAMRA oligo cleavage fluorescence | inhibition, % at 20 µM | recombinant A3A, FAM/TAMRA ssDNA deamination fluorescence | AID 493011, 2011 | 0.41% of 330,000 active | DNA dC->dU-editing enzyme APOBEC-3A (Homo sapiens), P31941;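 active means at least 40% inhibition at 20 µM here, with at most 30% in a related deaminase screen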;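 further: plate controls were A3A with DMSO for no effect and wells lacking A3A enzyme for full effect; some results filed as inactive read as strong as hits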
A3G deaminase – APOBEC3G DNA deaminase inhibitors, primary screen, biochemical, fluorescence, single-stranded DNA substrate, uHTS; DNA dC->dU-editing enzyme APOBEC-3G (Homo sapiens), Q9HC16; recombinant A3G, ssDNA deamination FAM/TAMRA fluorescence; inhibition, % at 20 µM; 0.28% of 330,000 active; AID 493012, 2011;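 active means inhibition of at least 40% at 20 µM, with no more than 30% in the related APOBEC3A deaminase screen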;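 further: plate controls were DMSO wells with A3G for no effect and wells lacking A3G enzyme for full effect; some compounds called inactive have numbers as strong as hits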
Target sequence (Q9HC16 whole entry, looked up): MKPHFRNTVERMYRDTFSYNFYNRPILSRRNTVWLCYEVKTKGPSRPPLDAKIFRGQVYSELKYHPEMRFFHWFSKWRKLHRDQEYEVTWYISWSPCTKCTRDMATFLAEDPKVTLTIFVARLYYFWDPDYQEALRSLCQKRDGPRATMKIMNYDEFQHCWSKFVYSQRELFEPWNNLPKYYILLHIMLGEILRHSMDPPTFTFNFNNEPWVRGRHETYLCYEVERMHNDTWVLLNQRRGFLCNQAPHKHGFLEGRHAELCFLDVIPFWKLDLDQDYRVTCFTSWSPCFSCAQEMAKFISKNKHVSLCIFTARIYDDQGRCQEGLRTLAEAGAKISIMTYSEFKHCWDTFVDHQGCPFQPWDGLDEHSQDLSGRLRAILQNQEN
beta cell repl – inducers of MIN6 beta-cell proliferation, primary screen, ATP luminescence, uHTS; MIN6 cells proliferation, ATPlite luminescence, 48 h; cells starved in 0.2% serum; 100% = growth in 10% serum; 0.29% of 330,000 active; proliferation, % at 10 µM;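 active means compounds whose signal lies at least 3.5 SD above the mean of all wells on their plate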;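 further: 0% = DMSO-treated cells in low-serum medium and 100% = 10% serum control; some compounds called inactive have numbers as strong as hits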
TIM10 inh – growth inhibitors of isogenic TIM10 control yeast, primary screen, counter-screen for tim10-1 yeast inhibitor project, luminescence, uHTS | S. cerevisiae TIM10 strain growth, BacTiter-Glo luminescence, 24 h | inhibition, % at 10 µM | 1.4% of 330,000 active | AID 463195, 2010;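 active means inhibition of 40% or more at the single tested concentration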;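 further: wild-type TIM10 isogenic control strain grown at permissive 25 °C; 0% = DMSO yeast wells and 100% = minimal medium wells without yeast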
* marks the source's active call; other numbers are inactive results.

item	Molecule	NLRP3 yeast inh	tim10-1 inh	mIAP inh	mIAP activ	hIAP block	APOBEC3A inh	A3G deaminase	beta cell repl	TIM10 inh
1	CN(Cc1ccccc1)S(=O)(=O)c1cc2c3c(c1)CCN3C(=O)CC2	17	14	5	0.95	2	0	-4	6	6
2	CN(Cc1ccccc1Br)C(=O)CSc1nnnn1C1CC1	11	10	6	0.94	-10	-2	2	-6	17
3	O=C(c1ccc(CS(=O)c2cccc(Cl)c2)o1)N1CCCCCC1 (stereo not given)	-4	24	-8	1.1	28	-4	-3	4	1
4	Cc1cc(C)n(CCCNC(=O)c2ccc(C)o2)n1	-15	-5	-13	1.1	-11	-2	-8	-2	7
5	C=CCn1c(COc2ccccc2)nnc1SC(C)C(=O)N/N=C/c1cc(Cl)ccc1O (stereo not given)	22	40	11	0.89	-7	-5	-12	-4	38
6	C/C(=C\c1ccc(Cl)cc1)C(=O)c1c(C)cc(C)[nH]c1=O	19	21	2	0.98	-20	-3	-8	0	10
7	CCOc1ccc(/C=C/C(=O)NC2CCCCC2)cc1	25	-12	0	1	6	-4	-8	-1	5
8	Cn1cc(CNC(=O)c2cc(-c3ccc(Br)cc3)nc3ccccc23)cn1	-8	24	2	0.97	-5	-1	-2	-2	22
9	CCCn1cnc2cc(NCc3ccccc3O)ccc21	1	8	1	0.99	-12	-3	-13	3	-3
10	COc1ccccc1NC(=O)NNC(=O)c1ccc2ccccc2c1O	3	-5	14	0.86	-8	-1	-3	0	2
11	CCOC(=O)[C@@H]1[C@H]2COc3ccccc3[C@@H]2N2C(=O)N(c3ccc(F)cc3)C(=O)[C@]12C	7	21	-5	1.1	-3	-1	-7	-1	6
12	COc1cc(NS(=O)(=O)c2ccc(NC(=O)c3ccc(S(=O)(=O)N4CCCCC4)cc3)cc2)ncn1	22	-24	11	0.89	-4	3	-1	1	-6
13	CC(C(=O)c1ccccc1)n1c(N2CCOCC2)nc2c1c(=O)n(C)c(=O)n2C (stereo not given)	13	1	-5	1	-23	-1	-4	-3	-3
14	CC1CCC(C(C)C)C(OC(=O)Cn2c(-c3ccc(F)cc3)[n+](C)c3ccccc32)C1 (stereo not given)	2	16	-12	1.1	-17	-2	-4	-5	5
15	CC1=C(C(N)=O)C(c2ccc3c(c2)OCO3)n2nc(-c3cccc(C)c3)nc2N1 (stereo not given)	4	0	2	0.98	1	-3	-1	1	3
16	CCOC(=O)CSc1nnc([C@H](Cc2ccccc2)NC(=O)OC(C)(C)C)o1	8	22	-4	1	-30	0	-6	1	9
17	CCCc1nnc(NC(=O)CCC(=O)N2CCC(C)CC2)s1	3	18	-4	1	12	-5	-5	0	4
18	Cc1csc(NC(=O)c2cc3c(s2)-c2ccccc2OC3)n1	19	-7	3	0.97	6	-2	-9	4	-5
19	Cn1ccnc1SCC(=O)Nc1cccc(S(=O)(=O)N2CCCCC2)c1	10	9	-6	1.1	3	-3	-3	-2	-9
20	COC(=O)[C@@]12CCCN1[C@H](c1ccc(-c3ccc(C(C)=O)cc3)c(OC)c1)[C@H]1C(=O)N(C)C(=O)[C@H]12	5	9	-1	1	-6	1	-2	0	9
21	COc1ccc(-n2c(=O)c3ccccc3n(CC(=O)c3ccccc3)c2=O)cc1OC	2	6	5	0.95	9	-4	-4	4	-8
22	Cc1ccc2c(CC(=O)N3CCOCC3)coc2c1	11	9	9	0.91	-4	-2	-6	0	-11
23	COc1cc(OC)cc(C(C)=O)c1	16	4	-1	1	14	-1	-6	-2	16
24	O=C(Nc1cccc2ccccc12)NC1CCCCC1O (stereo not given)	3	-11	-35	1.4	-16	1	14	-2	-4
25	Nc1cnccc1C(=O)O	6	9	18	0.82	3	9	-1	0	6
26	CCN(CC)Cc1c(C(=O)N/N=C/c2cccc3ccccc23)nnn1-c1nonc1N	0	9	10	0.9	-3	-3	-4	-2	-18
27	CCCN(Cc1cc2cccc(C)c2[nH]c1=O)S(C)(=O)=O	6	13	-14	1.1	-6	3	-1	2	-1
28	CCN(CC(=O)NC1CCS(=O)(=O)C1)S(=O)(=O)c1ccc(Br)cc1 (stereo not given)	-8	16	-8	1.1	4	0	-4	-3	-4
29	COc1ccc(OC)c(C(=O)c2c(C)oc3cc([N+](=O)[O-])c(O)c([N+](=O)[O-])c23)c1	21	-2	7	0.93	13	5	-3	-1	7
30	O=C(Nc1nnc(C(F)(F)F)s1)c1ccc(N2C(=O)C3C4C=CC(C4)C3C2=O)cc1 (stereo not given)	4	12	-6	1.1	-18	-5	2	-2	-8
31	COc1ccc(OC)c(S(=O)(=O)N2CCC(C(=O)Nc3cccc(C)c3)CC2)c1	32	-23	-45	1.4	-16	3	11	-1	-17
32	COC(=O)c1cc(NC(=O)CN(C)Cc2ccccc2)cc(C(=O)OC)c1	-12	12	4	0.96	15	27	-1	1	6
33	C/C(=N\OC(=O)c1ccccc1)c1c(C)nc2cc(C)ccn12	-4	6	-6	1.1	-6	0	-6	0	6
34	CCc1c(C)[nH]c2ccccc2c1=O	7	-1	4	0.96	5	-7	-8	-2	-11
35	CSc1nc2c(c(=O)[nH]1)C(c1ccc(C(F)(F)F)cc1)CC(=O)N2 (stereo not given)	19	4	7	0.93	5	-4	-3	-3	3
36	S=C(Nc1ccc(Br)cc1Cl)N1CCCC1	7	9	9	0.91	0	-6	-5	1	12
37	CC(C)(C)n1ncc2c(=O)n(Cc3cccc(Cn4cnc5c(cnn5C(C)(C)C)c4=O)c3F)cnc21	15	-12	-4	1	-10	-3	1	-6	-9
38	O=C(CCCNC(=O)/C(=C/c1ccc(Br)cc1)NC(=O)c1ccccc1)OCc1ccccc1	8	16	6	0.94	1	-2	-3	-1	29
39	Cc1ccc(NC(=O)C2CCN(c3cnccn3)CC2)cc1	17	-11	-6	1.1	-4	-2	-10	-1	-6
40	COc1cccc(-n2nnnc2SCC(=O)Nc2ccc(C(C)=O)cc2)c1	-10	16	3	0.97	20	3	-3	2	15

Another view of some results above:
[23] COc1cc(OC)cc(C(C)=O)c1
[24] O=C(Nc1cccc2ccccc12)NC1CCCCC1O (stereo not given)
Assay by compound | 23 | 24
NLRP3 yeast inh | 16 | 3
tim10-1 inh | 4 | -11
mIAP inh | -1 | -35
mIAP activ | 1 | 1.4
hIAP block | 14 | -16
APOBEC3A inh | -1 | 1
A3G deaminase | -6 | 14
beta cell repl | -2 | -2
TIM10 inh | 16 | -4

Remaining list, next part.
item	Molecule	NLRP3 yeast inh	tim10-1 inh	mIAP inh	mIAP activ	hIAP block	APOBEC3A inh	A3G deaminase	beta cell repl	TIM10 inh
41	CC(C)c1ccc(/C=C/C2=NNC(=O)CC2)cc1	32	15	-2	1	14	-3	-1	-2	24
42	COc1ccc([N+](=O)[O-])cc1NC(=O)Cc1noc2ccc(C)cc12	-2	-6	-16	1.2	-21	1	-5	3	-10
43	Cc1ccc(NC(=O)COC(=O)Cc2ccsc2)cc1S(=O)(=O)N1CCOCC1	1	13	12	0.88	7	-3	-3	-1	-5
44	COCC(C)n1c(SCC(=O)Nc2ccc3c(c2)OCCO3)nc2ccccc2c1=O (stereo not given)	3	18	-12	1.1	-7	2	-5	-4	4
45	Cc1cccc(NC(=O)C2CC(=O)OC23CCCCC3)c1 (stereo not given)	8	16	-2	1	-3	2	1	-2	5
46	CCN(C(=O)c1ccc(Cl)c(S(=O)(=O)Nc2c(C)n(C)n(-c3ccccc3)c2=O)c1)c1ccccc1	3	-9	-1	1	11	-2	-5	-2	4
47	O=C(Nc1ccc(OC(F)(F)C(F)F)c(NC(=O)c2ccc(F)cc2)c1)c1ccc(F)cc1	11	-6	-8	1.1	-18	-3	-7	-2	-52
48	O=[n+]1c2c(n([O-])c3cc(F)c(N4CCCC4)cc31)CCCC2	11	24	-4	1	-9	7	-1	0	1
49	O=C(N/N=C/c1cccc(Br)c1)c1ccc(N2CCCC2=O)cc1	16	-38	12	0.88	-2	-3	-11	3	12
50	CCOC(=O)N1CCN(C(=O)CSc2nnc(C3COc4ccccc4O3)o2)CC1 (stereo not given)	13	4	0	1	-9	-1	-6	0	4
51	COc1ccc(S(=O)(=O)N2CCC(C(N)=O)(N3CCCCC3)CC2)cc1	19	-10	-11	1.1	5	-2	-3	-3	-4
52	CC(=O)c1ccccc1NC(=O)COC(=O)c1cc(C)oc1C	-9	-6	1	0.99	-17	-2	0	-4	8
53	COc1cccc(-n2ccnc2SCC(=O)N2CCCc3ccccc32)c1	2	38	-3	1	-7	-1	-3	0	8
54	Cc1oc(C(=O)O)cc1CSCc1ccoc1C(=O)O	5	-6	2	0.97	-4	31	0	0	-4
55	C=CCN(CC=C)CC(=O)Nc1cccc(Oc2cnccn2)c1	-7	0	2	0.98	13	-1	-7	-4	12
56	CC(C)N1CCN(Cc2nc3c(s2)CCCC3)CC1CCO (stereo not given)	1	9	-2	1	11	7	-4	-2	3
57	Cc1ccc2c(c1)C(c1ccccc1)N(C(=O)c1c(F)cccc1Cl)CC(=O)N2 (stereo not given)	7	23	-2	1	-22	-4	-10	-2	36
58	COCCOC1CCN(Cc2cn(Cc3ccccc3)nc2-c2cc3ccccc3o2)CC1	-2	15	0	1	-11	-1	-4	-2	21
